IDH1 mut inh: blocks human IDH1 R132H reductase activity. O75874. diaphorase/resazurin fluorescence, 60 min. inhibition, % at 10 µM. 70,000 tested, 0.18% active. AID 624101; in the data active = inhibition above about 34%;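 also: 0% = DMSO and 100% = no enzyme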
PRC2 inh: inhibitors of human EZH2/PRC2 methyltransferase | inhibition, % at 12.5 µM | AID 651548 | 57,000 tested, 0.35% active | PRC2 H3K27 methylation, DELFIA TRF, 1 h;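 active = mean inhibition of replicates at least 50% and every single replicate also reaching 50%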;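 also: dimethyl H3K27 on biotinylated H3 21-44 peptide detected by antibody; plate controls were median neutral control wells for no effect and median positive control wells for full effect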
Target sequence (Q15910 whole entry, looked up): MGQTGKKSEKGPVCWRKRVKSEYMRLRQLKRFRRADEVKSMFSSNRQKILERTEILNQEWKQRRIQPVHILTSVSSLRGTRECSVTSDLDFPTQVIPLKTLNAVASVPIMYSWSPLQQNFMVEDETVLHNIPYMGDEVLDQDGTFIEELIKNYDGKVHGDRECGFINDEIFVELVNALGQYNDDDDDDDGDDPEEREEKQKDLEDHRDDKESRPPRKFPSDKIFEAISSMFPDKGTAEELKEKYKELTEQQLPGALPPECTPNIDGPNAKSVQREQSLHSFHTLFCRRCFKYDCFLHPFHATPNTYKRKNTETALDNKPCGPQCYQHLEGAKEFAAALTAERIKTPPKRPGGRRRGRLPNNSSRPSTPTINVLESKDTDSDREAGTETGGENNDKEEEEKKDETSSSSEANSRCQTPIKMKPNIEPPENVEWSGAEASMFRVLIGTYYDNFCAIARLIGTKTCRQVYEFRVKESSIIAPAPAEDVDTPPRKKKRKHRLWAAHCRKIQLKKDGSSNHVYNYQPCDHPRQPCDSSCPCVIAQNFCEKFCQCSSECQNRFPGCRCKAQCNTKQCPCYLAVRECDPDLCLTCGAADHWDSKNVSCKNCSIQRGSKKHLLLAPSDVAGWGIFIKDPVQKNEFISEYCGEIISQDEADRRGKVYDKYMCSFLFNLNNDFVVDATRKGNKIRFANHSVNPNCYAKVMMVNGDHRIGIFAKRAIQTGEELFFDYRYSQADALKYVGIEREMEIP
* = called active by the depositor; . = no result given; & = joins results of further samples.

SMILES	IDH1 mut inh	PRC2 inh
COCCNC(=O)C[C@@H]1C[C@H]2c3cc(NC(=O)Nc4ccccc4F)ccc3O[C@H]2[C@H](CO)O1	0.1	3
CC(C)NC(=O)N(C)C[C@H]1OCCCC[C@@H](C)Oc2ccc(NC(=O)Nc3ccc(C(F)(F)F)cc3)cc2C(=O)N([C@@H](C)CO)C[C@H]1C	0.3	.
Cc1ccc(S(=O)(=O)Nc2ccc3c(c2)CC(=O)N([C@@H](C)CO)C[C@@H](C)[C@@H](CN(C)S(=O)(=O)c2cn(C)cn2)O3)cc1	-2.3	.
C[C@@H]1CCCCO[C@H](CN(C)Cc2ccc(Cl)c(Cl)c2)[C@@H](C)CN([C@H](C)CO)C(=O)c2cc(NC(=O)CCCCCC(=O)Nc3ccccc3N)ccc2O1	-0.1	-28
COc1cccc(-c2cnc3c(c2)C(=O)N([C@@H](C)CO)C[C@@H](C)[C@H](CN(C)CC2CCCC2)O3)c1	-7.9	-10
COc1ccc(S(=O)(=O)Nc2ccc3c(c2)C(=O)N([C@@H](C)CO)C[C@H](C)[C@@H](CN(C)S(=O)(=O)c2ccc(C)cc2)OCCCC[C@@H](C)O3)cc1	1.1	.
Cc1ccc(S(=O)(=O)Nc2ccc3c(c2)C(=O)N([C@@H](C)CO)C[C@@H](C)[C@@H](CN(C)Cc2ccc(C(F)(F)F)cc2)OCCCC[C@@H](C)O3)cc1	0.0	.
Cc1cccc(C(C)C)c1NC(=O)CN(C1CCCCC1)S(C)(=O)=O	-0.1	-1
Cc1ccc(OCC(=O)Nc2ccc3oc(-c4ccc(F)cc4Cl)nc3c2)cc1	-0.7	3
CCCCC[C@H](O)/C=C/[C@H]1[C@H](O)CC(=O)[C@@H]1C/C=C\CCCC(=O)O	0.6	-11
CC(C)NC(=O)N(C)C[C@H]1Oc2ccc(NS(=O)(=O)c3ccccc3)cc2CC(=O)N([C@H](C)CO)C[C@@H]1C	-2.1	-6
C[C@H](CO)N1C[C@H](C)[C@H](CN(C)Cc2cccc(C(=O)O)c2)Oc2ncc(C#CCN(C)C)cc2C1=O	-0.2	.
COc1ccc(CN(C)C[C@H]2Oc3ccc(NC(=O)Nc4ccc5c(c4)OCO5)cc3C(=O)N([C@H](C)CO)C[C@@H]2C)cc1	1.4	.
COc1cccc(NC(=O)CC2C(=O)NC3CCCCC3N2C(=O)c2ccccc2)c1 (centres undefined)	0.6	-4
COc1cccc(NC(=O)N(C)C[C@@H]2OCc3ccccc3-c3c(n(C)c4ccccc34)C(=O)N([C@H](C)CO)C[C@H]2C)c1	.	-17
CCCCC[C@H](O)/C=C/[C@@H]1[C@H]2C/C(=C/CCCC(=O)O)C[C@H]2C[C@H]1O	0.1	5
COc1ccc(OC)c(NC(=O)CSc2nnnn2-c2ccccc2)c1	0.2	-9
C[C@H](CO)N1C[C@H](C)[C@@H](CN(C)Cc2ccncc2)Oc2cc(C3=CCCCC3)ccc2S1(=O)=O	.	36
CO[C@H]1CN(C)C(=O)c2ccc(NC(C)=O)cc2OC[C@@H](C)N(C(=O)C2CCC2)C[C@H]1C	0.4	1
CC(=O)N(C)C[C@@H]1Oc2cc(C3=CCCCC3)ccc2S(=O)(=O)N([C@H](C)CO)C[C@@H]1C	-2.3	5
CC(C)NC(=O)N(C)C[C@H]1Oc2cc(-c3ccccc3)ccc2S(=O)(=O)N([C@H](C)CO)C[C@H]1C	-1.5	-10
O=C(C[C@H]1C[C@@H]2c3cc(NS(=O)(=O)c4ccccc4)ccc3O[C@@H]2[C@@H](CO)O1)NCC1CC1	-0.1	5
C[C@H](CO)N1C[C@H](C)[C@@H](CN(C)CC2CCCCC2)Oc2c(NS(=O)(=O)c3ccc(Cl)cc3)cccc2C1=O	5.0	2
C[C@@H]1CN([C@@H](C)CO)C(=O)Cc2cc(NC(=O)Nc3ccccc3)ccc2O[C@H]1CN(C)Cc1ccc(Oc2ccccc2)cc1	1.2	.
Cc1noc(C)c1NC(=O)Nc1cccc2c1O[C@H](CN(C)C(=O)Nc1ccc(C(F)(F)F)cc1)[C@@H](C)CN([C@H](C)CO)C2=O	0.1	.
COC(=O)c1cccc(NC(=O)CN2C(=O)c3ccccc3S2(=O)=O)c1C	0.1	-1
CCCNC(=O)C1(C)CCCN(C(=O)c2ccc(OC(F)F)cc2)C1 (centres undefined)	.	1
CO[C@@H]1CN(C)C(=O)c2ccc(NS(=O)(=O)c3cn(C)cn3)cc2OC[C@@H](C)NC[C@H]1C	0.1	-1
CO[C@@H](CN(C)C(=O)C1CCOCC1)[C@@H](C)CN([C@@H](C)CO)S(=O)(=O)c1ccccc1	-0.1	-1
C[C@@H]1CN([C@H](C)CO)C(=O)Cc2cc(N(C)C)ccc2O[C@@H]1CN(C)Cc1ccccc1	3.0	11
O=C(C[C@@H]1C[C@H]2c3cc(NC(=O)c4cccnc4)ccc3O[C@H]2[C@H](CO)O1)NCc1ccccc1F	0.1	14
C[C@H](CO)N1C[C@H](C)[C@@H](CN(C)Cc2ccc(F)cc2)Oc2cc(C#CC(C)(C)O)ccc2S1(=O)=O	-1.0	7
C[C@H](CO)N1C[C@H](C)[C@@H](CN(C)Cc2ccccc2)Oc2cc(C#CC3CC3)ccc2S1(=O)=O	0.2	33
C/C=C/c1ccc2c(c1)O[C@H](CN(C)Cc1cccc(F)c1)[C@@H](C)CN([C@@H](C)CO)S2(=O)=O	-6.4	32
O=c1c2ccccc2oc2ccc(O)cc12	-0.6	15
C[C@@H]1CN([C@H](C)CO)C(=O)c2cc(NC(=O)Cc3cn(C)c4ccccc34)ccc2O[C@@H]1CN(C)C(=O)Nc1ccc(F)cc1	-0.5	-23
C[C@H](CO)N1C[C@H](C)[C@@H](CN(C)Cc2ccccn2)Oc2cc(C#CCN(C)C)ccc2S1(=O)=O	-1.3	.
CCCN(C)C[C@@H]1Oc2cc(C#CC3CC3)ccc2S(=O)(=O)N([C@H](C)CO)C[C@@H]1C	-0.7	-4
COc1ccc(S(=O)(=O)Nc2cccc3c2O[C@H](CN(C)Cc2ccccc2)[C@@H](C)CN([C@H](C)CO)C3=O)cc1	.	-5
COc1c(C)c2c(c(O)c1C/C=C(/C)CCC(=O)O)C(=O)OC2	-0.1	-3
CCCn1c2ccccc2c2nnc(SCC(=O)O)nc21	-0.6	7
C[C@H]1CN([C@@H](C)CO)C(=O)c2cc(NS(=O)(=O)c3ccccc3)ccc2O[C@H]1CN(C)Cc1ccc(C(F)(F)F)cc1	-0.3	17
C[C@@H]1CN([C@H](C)CO)C(=O)c2cc(NC(=O)CCCN(C)C)ccc2O[C@@H](C)CCCCO[C@H]1CN(C)S(=O)(=O)c1ccccc1	-0.1	.
C[C@H](CO)N1C[C@H](C)[C@H](CN(C)Cc2ccc(C(=O)O)cc2)Oc2ccc(NC(=O)c3ccncc3)cc2C1=O	1.6	4
Cc1noc(C)c1NC(=O)N(C)C[C@H]1Oc2ccc(NC(=O)Nc3ccc(F)cc3)cc2CC(=O)N([C@H](C)CO)C[C@H]1C	0.0	.
CO[C@@H]1CN(C)C(=O)c2cc(NC(=O)Nc3c(C)noc3C)ccc2OC[C@H](C)NC[C@H]1C	0.2	1
CN(C)C(=O)CSc1nc2ccccc2c(=O)[nH]1	-0.8	-4
Cc1ccc(S(=O)(=O)Nc2ccc3c(c2)C(=O)N([C@@H](C)CO)C[C@@H](C)[C@H](CN(C)S(=O)(=O)c2ccc(C)cc2)OCCCC[C@@H](C)O3)cc1	2.0	.
C[C@@H]1CCCCO[C@@H](CN(C)C(=O)Nc2ccc3c(c2)OCO3)[C@@H](C)CN([C@H](C)CO)C(=O)c2cc(NC(=O)Nc3ccccc3)ccc2O1	0.1	.
C[C@@H]1CN([C@H](C)CO)C(=O)c2cc(NC(=O)c3ccccc3)ccc2O[C@@H](C)CCCCO[C@H]1CN(C)S(C)(=O)=O	0.8	4
C[C@@H]1CCCCO[C@@H](CN(C)S(=O)(=O)c2ccc(F)cc2)[C@@H](C)CN([C@H](C)CO)C(=O)c2cc(NC(=O)CCCCCC(=O)Nc3ccccc3N)ccc2O1	-0.1	-20
CC(=O)N(C)C[C@@H]1Oc2ncc(C#Cc3ccccc3)cc2C(=O)N([C@H](C)CO)C[C@@H]1C	-0.5	.
C[C@@H]1CN([C@@H](C)CO)S(=O)(=O)c2ccc(-c3ccncc3)cc2O[C@H]1CN(C)C(=O)C1CCCCC1	.	0
C[C@@H]1CN([C@@H](C)CO)C(=O)c2cc(N(C)C)ccc2O[C@H]1CN(C)S(C)(=O)=O	-0.2	-9
C[C@@H]1CN([C@H](C)CO)S(=O)(=O)c2ccc(-c3cccc(C(=O)N(C)C)c3)cc2O[C@@H]1CN(C)C	-4.1	-10
C[C@@H]1CN([C@@H](C)CO)S(=O)(=O)c2ccc(-c3cncnc3)cc2O[C@@H]1CN(C)Cc1ccncc1	16	1
C[C@H]1CCCCO[C@@H](CN(C)CC2CCCCC2)[C@@H](C)CN([C@@H](C)CO)C(=O)c2cc(NS(=O)(=O)c3cccs3)ccc2O1	1.5	.
C[C@@H]1CN([C@H](C)CO)C(=O)c2cccc(NC(=O)CCCCCC(=O)Nc3ccccc3N)c2O[C@@H]1CN(C)S(=O)(=O)c1cccs1	.	-7
C[C@@H]1CN([C@H](C)CO)C(=O)c2cc(NS(=O)(=O)c3cn(C)cn3)ccc2O[C@@H](C)CCCCO[C@@H]1CN(C)S(=O)(=O)c1ccccc1	-17	.
CNC[C@H]1Oc2ccc(NC(=O)NC3CCCCC3)cc2C(=O)N([C@H](C)CO)C[C@@H]1C	1.3	-5

Compound profiles (already shown).
Shown for COc1ccc(OC)c(NC(=O)CSc2nnnn2-c2ccccc2)c1 = IDH1 mut inh = 0.2; PRC2 inh = -9
Shown for COc1c(C)c2c(c(O)c1C/C=C(/C)CCC(=O)O)C(=O)OC2 = IDH1 mut inh = -0.1; PRC2 inh = -3

A draw from above in order of molar mass, low to high:
SMILES	IDH1 mut inh	PRC2 inh
C[C@@H]1CN([C@@H](C)CO)C(=O)c2cc(N(C)C)ccc2O[C@H]1CN(C)S(C)(=O)=O	-0.2	-9
Cc1noc(C)c1NC(=O)N(C)C[C@H]1Oc2ccc(NC(=O)Nc3ccc(F)cc3)cc2CC(=O)N([C@H](C)CO)C[C@H]1C	0.0	.
C[C@H]1CN([C@@H](C)CO)C(=O)c2cc(NS(=O)(=O)c3ccccc3)ccc2O[C@H]1CN(C)Cc1ccc(C(F)(F)F)cc1	-0.3	17
C[C@@H]1CN([C@H](C)CO)C(=O)c2cc(NC(=O)CCCN(C)C)ccc2O[C@@H](C)CCCCO[C@H]1CN(C)S(=O)(=O)c1ccccc1	-0.1	.
C[C@@H]1CN([C@H](C)CO)C(=O)c2cccc(NC(=O)CCCCCC(=O)Nc3ccccc3N)c2O[C@@H]1CN(C)S(=O)(=O)c1cccs1	.	-7

(listing goes on)
SMILES	IDH1 mut inh	PRC2 inh
CO[C@@H]1CN(C)C(=O)c2ccc(NC(C)=O)cc2OC[C@H](C)N(Cc2ccc(F)cc2)C[C@@H]1C	-0.2	6
COc1cccc(NC(=O)N(C)C[C@H]2Oc3ncc(C4=CCCCC4)cc3C(=O)N([C@@H](C)CO)C[C@@H]2C)c1	.	-10
Cc1nnc(Sc2ccc(/C=N/NC(=O)CCCCC(=O)NO)o2)n1C	.	-13
C[C@@H]1CN([C@@H](C)CO)C(=O)Cc2cc(NC(=O)Cc3cn(C)c4ccccc34)ccc2O[C@@H]1CN(C)Cc1ccc(C(F)(F)F)cc1	0.1	.
C[C@H]1CN([C@@H](C)CO)C(=O)c2cc(C#CCN(C)C)cnc2O[C@@H]1CN(C)Cc1ccc2c(c1)OCO2	-2.0	.
COc1ccc(NC(=O)N(C)C[C@@H]2Oc3ccc(NS(C)(=O)=O)cc3C(=O)N([C@@H](C)CO)C[C@@H]2C)cc1	1.2	.
CO[C@@H]1CN(C)C(=O)c2cc(NC(=O)c3ccc(-c4ccccc4)cc3)ccc2OC[C@@H](C)NC[C@@H]1C	-0.3	-25
C[C@@H]1CN([C@H](C)CO)S(=O)(=O)c2ccc(C#Cc3ccccc3F)cc2O[C@H]1CN(C)C(=O)c1ccc2c(c1)OCO2	.	6&8
CCC(=O)Nc1ccc2c(c1)C(=O)N(C)C[C@@H](OC)[C@H](C)CN(Cc1ccncc1)[C@H](C)CO2	0.1	2
CCCNC(=O)N(C)C[C@@H]1Oc2cc(-c3ccncc3)ccc2S(=O)(=O)N([C@H](C)CO)C[C@@H]1C	1.2	.
COc1ccc(C#Cc2cnc3c(c2)C(=O)N([C@@H](C)CO)C[C@H](C)[C@H](CN(C)CC2CCCC2)O3)cc1	.	-31
N#C[C@H]1[C@@H](c2ccc(-c3cccc(F)c3)cc2)[C@@H](CO)N1C(=O)c1cccnc1	-0.2	.
C[C@H](CO)N1C[C@H](C)[C@H](CN(C)C(=O)Nc2cccc3ccccc23)Oc2ccc(NS(C)(=O)=O)cc2C1=O	.	4
CO[C@@H]1CN(C)C(=O)c2ccc(NC(=O)C3CC3)cc2OC[C@H](C)N(C)C[C@@H]1C	0.0	-5
COC(=O)c1cc(NC(=O)CSc2ccccn2)cc(C(=O)OC)c1	0.4	3
C[C@@H]1CN([C@H](C)CO)C(=O)c2cc(-c3ccc(C(=O)N(C)C)cc3)cnc2O[C@@H]1CN(C)C	0.8	-30
CCCSc1nnc(-c2cc(Br)ccc2NC(C)=O)c(=O)[nH]1	0.1	4
O=C(O)CCCc1c[nH]c2ccccc12	0.2	5
C[C@H](CO)N1C[C@H](C)[C@@H](CN(C)S(=O)(=O)c2ccccc2)Oc2c(NS(=O)(=O)c3ccccc3)cccc2C1=O	0.8	.
COC(=O)[C@H]1[C@H]2C[C@H]3c4[nH]c5ccccc5c4CCN3C[C@H]2CC[C@@H]1O	-0.1	1

Source: PubChem BioAssay (Broad Institute)

Only part of the results is shown, so the mix of outcomes need not match the whole.
